JMJD2E inh: qHTS Assay for Inhibitors of Human Jumonji Domain Containing 2E (JMJD2E). Lysine-specific demethylase 4E (Homo sapiens), B2RXH2. JMJD2E catalytic domain, FDH-coupled NADH fluorescence (FDH is formaldehyde dehydrogenase). Potency, µM (doses to about 57.1 µM), inactives show at the highest dose activity change, negative = inhibition, usual class: inhibitors. 230,000 tested, 1.6% active. AID 2147, 2009; active = well fitted inhibition curve with a large enough effect, not every such curve was filed as active; inconclusive = small, poorly fitted or top-dose-only effect, or another doubt; inactive = no such curve, though single readings can be large or run the other way;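 also: 0% = wells with enzyme and -100% = buffer wells without enzyme; nearly all actives have a fitted effect of over 50% in size; many of its hits are not listed in these tables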
Target sequence (B2RXH2 1-337 limits assumed): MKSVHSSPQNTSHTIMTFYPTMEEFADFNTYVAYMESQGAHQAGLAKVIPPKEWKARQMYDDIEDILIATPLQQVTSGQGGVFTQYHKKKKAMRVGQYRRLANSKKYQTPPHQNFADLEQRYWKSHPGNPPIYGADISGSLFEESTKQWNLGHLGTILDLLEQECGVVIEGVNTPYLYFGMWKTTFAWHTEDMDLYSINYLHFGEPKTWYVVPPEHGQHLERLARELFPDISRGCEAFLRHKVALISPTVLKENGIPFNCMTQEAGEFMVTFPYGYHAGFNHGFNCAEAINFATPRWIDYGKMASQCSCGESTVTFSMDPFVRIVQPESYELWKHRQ
ALDH1A1 block: qHTS Assay for Inhibitors of Aldehyde Dehydrogenase 1 (ALDH1A1) | Aldehyde dehydrogenase 1A1 (Homo sapiens), P00352 | 220,000 tested, 7.3% active | Potency, µM (titrated, usually from 75.3 µM), for the others: top-dose activity, negative = inhibition, actives largely listed as inhibitors | Purified ALDH1A1, NADH fluorescence, propionaldehyde substrate | AID 1030, 2008; active = well fitted inhibition curve with a large enough effect, not every such curve was filed as active; inconclusive = small, poorly fitted or top-dose-only effect, or another doubt; inactive = no such curve, though single readings can be large or run the other way;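 also: plate controls were no enzyme wells and a reference inhibitor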
Target sequence (P00352 whole entry, looked up): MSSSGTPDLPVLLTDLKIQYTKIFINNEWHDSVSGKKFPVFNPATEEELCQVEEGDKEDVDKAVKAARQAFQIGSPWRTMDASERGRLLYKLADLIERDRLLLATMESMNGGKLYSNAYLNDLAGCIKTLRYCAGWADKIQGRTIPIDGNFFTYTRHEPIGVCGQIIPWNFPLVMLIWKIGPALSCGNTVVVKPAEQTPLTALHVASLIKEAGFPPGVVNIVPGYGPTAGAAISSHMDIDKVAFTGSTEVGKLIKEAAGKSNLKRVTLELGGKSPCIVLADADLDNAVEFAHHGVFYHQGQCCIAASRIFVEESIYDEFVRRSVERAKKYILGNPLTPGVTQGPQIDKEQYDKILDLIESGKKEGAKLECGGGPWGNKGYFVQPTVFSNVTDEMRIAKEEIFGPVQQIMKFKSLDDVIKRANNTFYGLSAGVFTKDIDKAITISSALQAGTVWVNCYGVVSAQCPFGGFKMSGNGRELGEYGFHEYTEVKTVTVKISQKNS
HTT cytoprotect: qHTS Multiplex Assay to Identify Dual Action Probes in a Cell Model of Huntington: Cytoprotection (ATP). Potency, µM (top dose mostly 56.4 µM), for inactives: cytoprotection (ATP increase), usual class: activators. PC12 HTT-Q103 induced, cytoprotection, ATP luminescence, 40 h. 230,000 tested, 0.14% active;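 also: % of control where 0% means no effect; nearly all actives have a fitted effect of over 45% in size; toxic huntingtin expression switched on by the ecdysone agonist tebufenozide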
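Rat PC12, Q103 Htt exon1-GFP fusion, ecdysone promoter; tebufenozide inducer 100 nM final; compound titration; qHTS, 1500 cells/well; ATPlite luminescent read.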
Tau ThT inhib: qHTS for Inhibitors of Tau Fibril Formation, Thioflavin T Binding. Potency, µM (series often up to 57.4 µM), for inactives: top-dose activity, negative = inhibition, most hits filed as inhibitors. Microtubule-associated protein tau (Homo sapiens), P10636. 270,000 tested, 2.1% active. recombinant tau K18 P301L, heparin-induced fibrillization, ThT fluorescence; also: % is scaled to controls: 0 for no effect and ±100 for the full control effect; nearly all actives have a fitted effect of over 55% in size
Target sequence (P10636 561-689 P618L limits assumed): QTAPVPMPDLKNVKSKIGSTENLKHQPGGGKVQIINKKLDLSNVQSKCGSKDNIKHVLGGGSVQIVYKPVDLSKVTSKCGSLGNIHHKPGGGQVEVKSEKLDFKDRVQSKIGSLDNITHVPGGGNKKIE
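ThT emission at 510 nm, taken 1 hr after adding 30 uM dye, quantifies aggregates formed when 20 uM heparin acts on human tau K18 P301L for 6 hr at 37 C.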
SMN2 splice up: qHTS Assay for Enhancers of SMN2 Splice Variant Expression. HEK293 SMN2-luciferase splicing reporter, luminescence, 30-36 h. Potency, µM (doses to about 46.1 µM), without a hit: top-dose activity change, positive = activation, most hits filed as activators. 210,000 tested, 2.8% active. AID 1458, 2008; also: % of control where 0% means no effect; nearly all actives have a fitted effect of over 55% in size
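qHTS luciferase splicing reporter: luminescence rises when SMN2 exon 7 is included in transfected HEK293 cells. Compound exposure lasted 30-36 h at 37C, with 4.5 mM final sodium butyrate as control, followed by a ONE-Glo read.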
Tau FP inhib: qHTS for Inhibitors of Tau Fibril Formation, Fluorescence Polarization | Microtubule-associated protein tau (Homo sapiens), P10636 | K18 P301L tau heparin fibrillization, Alexa594 FP, 6 h | Potency, µM (top dose mostly 57.7 µM), inactives show at the highest dose activity, negative = inhibition, actives largely listed as inhibitors | 280,000 tested, 0.39% active; also: % is scaled to controls: 0 for no effect and ±100 for the full control effect; nearly all actives have a fitted effect of over 55% in size
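Compound effects on tau fibrillization are measured by Alexa 594 fluorescence polarization (ex 555, em 632 nm). K18 P301L tau is used at 15 uM with 0.24 uM labeled tracer, and 20 uM heparin induces aggregation over 6 hr at 37 C.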
Tau fluor counter: Counterscreen qHTS for Inhibitors of Tau Fibril Formation, Fluorescence Polarization. tau K18 P301L (four-repeat tau fragment) Alexa594 fluorescence, heparin fibrillization. Potency, µM (top dose mostly 57.7 µM), without a hit: top-dose activity change, negative = decrease. 280,000 tested, 0.93% active. AID 1463, 2008; also: % is scaled to controls: 0 for no effect and ±100 for the full control effect; nearly all actives have a fitted effect of over 55% in size
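Human K18 P301L tau (15 uM unlabeled plus 0.24 uM Alexa 594-labeled, final) in 100 mM sodium acetate pH 7 was mixed with compound and 20 uM heparin and incubated 6 hr at 37 C.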
HttQ103 aggreg: qHTS Multiplex Assay to Identify Dual Action Probes in a Cell Model of Huntington: Aggregate Formation (GFP); PC12 HttQ103-GFP aggregates, Acumen cytometry, 40 h; Potency, µM (titrated, usually from 46.1 µM), inactives show at the highest dose activity change, negative = inhibition, most hits filed as inhibitors; 220,000 tested, 1.1% active; also: % is scaled to controls: 0 for no effect and ±100 for the full control effect; nearly all actives have a fitted effect of over 60% in size
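Multiplexed with ATP-based cell death, this channel scores GFP aggregates in PC12 cells expressing inducible HTTex1-Q103-GFP. Induction used 100 nM tebufenozide; compounds were tested in concentration series.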
An asterisk follows results filed as active; ? = inconclusive; . = not tested or not shown; & = joins results of further samples; ! = not active in a repeat; [ ] = remark or other dose. Unless noted, calls follow the shape of the dose curve; as a rule, active = well fitted curve in the direction sought with a large enough effect; inconclusive = small, poorly fitted or top-dose-only effect, or another doubt; inactive = no such curve, though single readings can be large; an effect the other way counts as inactive or inconclusive. Potency is read from the fitted curve at half-maximal effect. Not all compounds are listed (hit frequency here may not be typical).

SMILES | JMJD2E inh | ALDH1A1 block | HTT cytoprotect | Tau ThT inhib | SMN2 splice up | Tau FP inhib | Tau fluor counter | HttQ103 aggreg
O=C(NCc1ccco1)c1ccc(Cn2cc([N+](=O)[O-])cn2)o1 | 5% | -1% | -2% | -11% | 14% | 6% | -9% | 1%
CCc1ccc(C(=O)NNc2ccc(F)cc2F)cc1 | -4% | . | 19%[10 µM] | 5% | . | 2% | 9% | 6%[9.22 µM]
NC(Cc1ccc(O)cc1)c1cn([C@@H](CCC(=O)O)C(=O)N2CCNCC2)nn1 (stereo partly specified) | 1% | -4% | -9%[10 µM] | 0% | . | -10% | -1% | -9%[9.22 µM]
CC(=O)N1CCN(c2ccc(NC(=O)c3ccc4c(c3)OCCO4)cc2Cl)CC1 | 5% | 0% | -21%[10 µM] | ? | . | 7% | -16% | -4%[9.22 µM]
Cc1cccc(C(=O)N[C@H](C(=O)Nc2ncc(C)s2)C(C)C)c1 | -1% | 0% | -111%[inhibitor] | -2% | 14µM* | 6% | 2% | -14%
CN1CCN(CCCNC(=O)c2ccc(/C=C3/Sc4ccccc4N(Cc4cccc(Cl)c4)C3=O)cc2)CC1 | ? | -1% | -135%[inhibitor] | -7% | -17% | -3% | -20% | ?
O=C(Cc1c(F)cccc1Cl)Nc1ccncc1 | 6% | 7% | 30%[10 µM] | -3% | -36%[inhibitor] | 1% | 6% | -17%
CSc1nc(Oc2ccc(=O)[nH]n2)nc(N(C)C)n1 | -3% | 15% | -35% | 0% | -5% | 1% | 3% | 6%
O=c1c(C/C=C/c2ccccc2)c(O)ccn1Cc1cccc(Cl)c1 | -4% | -10% | -61%[inhibitor] | 2% | . | ? | -26% | ?
COC(=O)c1ccc(C(=O)OCCCc2nc3ccc(N)cc3[nH]2)cc1 | 3% | 2% | 3%[10 µM] | ? | -7% | -4% | -23% | 6%
CC1CC(C)CN(C(=O)c2ccc(N3CC4CC(C3)c3cccc(=O)n3C4)c([N+](=O)[O-])c2)C1 (stereo unspecified) | -1% | ? | -19%[10 µM] | -14% | 5% | 10% | -5% | 12%
COc1ccc(-n2c(CNC(=O)COc3ccc(Cl)cc3)n[nH]c2=S)cc1 | 2% | -2% | -19% | -2% | 8% | 0% | -4% | 21%
COCCNC(=O)Nc1ccc2c(c1)N(C)C(=O)c1ccccc1S2 | -3% | -7% | 19% | 0% | 22% | -11% | -9% | -5%
CCOC(=O)N1CCC(c2[nH][nH]c(=O)c2C)CC1 | -5% | -5% | 0% | -22% | -1% | -11% | -13% | 3%
CCCCC(CC)CN1CN(CC(CC)CCCC)CC(C)(N)C1 (stereo unspecified) | -17% | 1% | 21% | -2% | 5% | 5% | -7% | .
CCN(CC(=O)Nc1c(C(=O)OC)[nH]c2ccc(Cl)cc12)c1ccc2c(c1)OCO2 | ? | ? | -27%[0.074 µM] | ? | . | 12% | 7.9µM*[quencher] | ?
CCOC(=O)N1CCN(C(=O)c2ccc3c(c2)N(Cc2ccc(C)cc2)CCS3)CC1 | ? | ? | -71%[inhibitor] | ? | -26% | -4% | -28% | 11µM*
O=C(OCC(=O)c1cccs1)c1ccc([N+](=O)[O-])o1 | -10% | ? | -1%[10 µM] | -7% | 5% | -2% | -3% | -14%
COc1ccc(C(=O)COc2ccccc2C(=O)Nc2ccccc2)cc1 | -8% | 186%[activator] | 4%[10 µM] | -13% | -4% | -15% | ? | -11%
Clc1cccc2sc(N3CCCCC3)nc12 | 3% | -2% | 12% | -6% | ? | -2% | -6% | -18%

The closing 3 compounds of the part above open the next one:
SMILES | JMJD2E inh | ALDH1A1 block | HTT cytoprotect | Tau ThT inhib | SMN2 splice up | Tau FP inhib | Tau fluor counter | HttQ103 aggreg
O=C(OCC(=O)c1cccs1)c1ccc([N+](=O)[O-])o1 | -10% | ? | -1%[10 µM] | -7% | 5% | -2% | -3% | -14%
COc1ccc(C(=O)COc2ccccc2C(=O)Nc2ccccc2)cc1 | -8% | 186%[activator] | 4%[10 µM] | -13% | -4% | -15% | ? | -11%
Clc1cccc2sc(N3CCCCC3)nc12 | 3% | -2% | 12% | -6% | ? | -2% | -6% | -18%
CCn1cc(/C=N/NC(=O)COc2cccc3cccnc23)c2ccccc21 | -14% | ? | -21%[10 µM] | ? | 16% | 7% | -11% | -21%
COc1cc2cc(Oc3ccc4ccc(=O)oc4c3)c(=O)oc2cc1OC(=O)/C=C/c1ccccc1 | ? | . | -20%[10 µM] | -4% | . | ? | -13% | -17%[9.22 µM]
Cc1cccc(NS(=O)(=O)c2cc(OCC(N)=O)c(C)cc2Cl)c1 | -4% | 6% | 11%[1.9 µM] | -3% | -2% | 1% | -8% | -13%
COc1cccc(C2=NOC(C(=O)NC(C)(C)C)C2)c1 (stereo unspecified) | 1% | 3% | -18% | -15% | -7% | 7% | -2% | 10%
CCc1c(C)sc(NC(=S)N2CC(C)OC(C)C2)c1C(=O)OC (stereo unspecified) | -1% | ? | -2%[10 µM] | -18% | . | -3% | -12% | 2%[9.22 µM]
COC(=O)[C@@H](NC(=O)O[C@H]1C(=O)c2cc(OC)ccc2O[C@@H]1c1ccc(OC)c(Br)c1)C(C)C | ? | ? | -36%[inhibitor] | -19% | 0% | -8% | -14% | .
COC(=O)CCC(=O)OC1(C)C(=O)C2=CN(CCN3CCOCC3)C(c3ccc(OC)cc3)=CC2=C(Br)C1=O (stereo unspecified) | ? | ? | -5%&-15%[10 µM] | 7.1µM*! | 11%[9.22 µM] | ? | -2%[11.6 µM] | -30%[9.22 µM]
COCCCNC(=S)Nc1ccc(C)cc1[N+](=O)[O-] | 8% | ? | . | -3% | 23% | 5% | 2% | -20%
Cc1ccccc1OCC(=O)NC(=S)Nc1ccc(N2CCOCC2)c(Cl)c1 | 7% | ? | 37% | ? | -39%[inhibitor] | 0% | -14% | 15%
COc1ccc(-c2nnc(SCC(=O)c3cccs3)n2-c2ccc(Cl)cc2)cc1 | ? | ? | . | -13% | -60% | -1% | -17% | -13%
CCOC(=O)CSc1nc2sc(C(=O)O)c(C)c2c(=O)[nH]1 | -28% | -3% | -7% | 4% | 6% | 7% | 7% | -12%
CNc1nc(Cl)nc(Nc2ccccc2)n1 | -6% | 8% | -19% | -7% | 10% | -4% | -9% | -7%
Cc1ccc(NC(=O)N2CCC(NC(=O)C(C)(C)C)CC2)cc1 | -2% | -6% | -6% | 5% | 0% | -5% | -2% | -7%
Nc1nc2n(n1)C(c1c(F)cccc1Cl)CC(c1ccc(F)cc1)N2 (stereo unspecified) | ? | 6% | -11% | -2% | 13% | 7% | -1% | -11%
CCCNC(=O)CN(Cc1ccco1)S(=O)(=O)c1ccc(OCC)cc1 | ? | -12% | . | -7% | 6% | 2% | -7% | 31%
Cc1cc(C)c2c3c(sc2n1)C1(CCSCC1)C(C#N)=C(N)O3 | ? | 25µM* | 9%[10 µM] | -9% | -23% | ? | -25% | -20%
Cc1ccc(S(=O)(=O)N(C)c2ccc(C(=O)N3CCC(C(N)=O)CC3)cc2)cc1 | 2% | 1% | -7%[0.074 µM] | 7% | -14% | -2% | -2% | 10%
Cn1cccc1CC(=O)N/N=C/c1cccc([N+](=O)[O-])c1 | -19% | ? | -14%[10 µM] | ? | -1% | 1% | -13% | 6%
CC(=O)c1c(C(C)=O)c(C)n(-c2ccc(N)cc2)c1C | 0% | 5% | -12% | -17% | -20% | -7% | -19% | -7%
COC(=O)c1ccccc1Nc1cc(C)nc2nc(C)nn12 | -6% | 22% | -8% | -8% | -1% | -3% | -4% | -5%
CNC(=O)CSc1nnc(CCc2ccccc2)n1-c1ccccc1 | 10% | ? | -6% | 6% | 37% | 3% | 5% | 10%
COc1ccc(NC(=O)c2ccc3c(=O)n(-c4ccc(OC)cc4OC)c(=S)[nH]c3c2)cc1 | -3% | 13µM* | -16% | -18% | -57%[inhibitor] | -12% | ? | -31%
COc1cc(C(=O)Nc2ccc3c(c2)N(C(=O)CN2CCN(C)CC2)c2ccccc2CC3)cc(OC)c1OC | -23% | 0% | -6%[10 µM] | -18% | . | -6% | -14% | 5%[9.22 µM]
COc1ccc(OC)c(CCNC(=O)Cn2cccc2C(=O)c2ccccc2C)c1 | -7% | -3% | -19% | -13% | -8% | -2% | -11% | -23%
COc1ccc2c(c1)O[C@@H](c1ccc3c(c1)OCO3)[C@H](OC(=O)NCc1ccc3c(c1)OCO3)C2=O | -9% | -6% | . | -15% | 6% | -6% | -21% | .
CCOC(=O)C1CCCN(C(=O)c2sc3nc(C)nc(N(CC)CC)c3c2C)C1 (stereo unspecified) | 7% | 3% | 3%[10 µM] | -7% | -13% | 6% | 0% | 0%
COc1ccc(C(CC(=O)O)NC(=O)c2ccccc2[N+](=O)[O-])cc1 (stereo unspecified) | 9% | 3% | -4%[10 µM] | -2% | . | -4% | 2% | -4%[9.22 µM]
Cc1cc(C(=O)NC2=NCCS2)cs1 | -4% | ? | -4%[10 µM] | -6% | 11µM* | -1% | -3% | -2%
CCC(=O)NCc1ccc2[nH]c(C)cc2c1 | -1% | -3% | . | -14% | 6% | -1% | -5% | 27%
Cc1cc(=O)[nH]c(/N=C(\N)Nc2cccc3ccccc23)n1 | 4% | 14% | -25%[10 µM] | -13% | -12% | 10% | -5% | 28%
Clc1ccccc1OCc1nnc(-c2ccccc2Br)o1 | -3% | ? | -26% | -9% | ? | 1% | -15% | -11%
CC1CCCC(NC(=O)NC(=O)CCl)C1C (stereo unspecified) | 2% | -1% | . | -3% | -106%[inhibitor] | -15% | -6% | -11%
O=C(c1cccc([N+](=O)[O-])c1)c1ccc2c(c1)OCCOCCOCCOCCO2 | -1% | . | -4%[10 µM] | -11% | . | 2% | -14% | -11%[9.22 µM]

Source: PubChem BioAssay
